RPL19A TOR yeast: modulators of TOR pathway RPL19A-GFP in S. cerevisiae. S. cerevisiae RPL19A-GFP strain, flow cytometry, 3 h; hits give low values. percent response vs DMSO, % at 10 µM. 0.3% of 330,000 active;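 active = percent response vs DMSO below 50%; inconclusive = fewer than 70 events counted for the yeast strain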;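 also: median channel GFP fluorescence of the barcoded RPL19A-GFP strain; ratio of sample median GFP to plate DMSO average so 100% = DMSO; lower means less RPL19A-GFP as with rapamycin TOR inhibition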
procasp7 counter: counter-screen for procaspase-3 activators: activators of human procaspase-7 | activation, % at 8.5 µM | AID 463210 | 0.093% of 330,000 active | recombinant procaspase-7, Ac-DEVD-pNA absorbance 405 nm; D23A/D198A/D206A triple mutant, cannot self-cleave; scale: DMSO 0, 5 µM enzyme 100;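 active = percent activation above the screen-wide mean plus 3 SD, cut at about 25% in these data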
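System: Uncleavable procaspase-7 mutant enzyme; Amount: 2 µM procaspase-7 mutant as dispensed; Schedule: 1 h compound preincubation, 2 h substrate cleavage, 25 °C; Measured by: 405 nm absorbance of p-nitroaniline; Evaluation: percent activation from buffer-corrected 0–120 min absorbance change; Control set: low DMSO alone, high DMSO plus 5 µM PC-7.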
MEP2-GFP yeast: alters MEP2-GFP fluorescence in TOR pathway yeast screen. 0.51% of 330,000 active. S. cerevisiae MEP2-GFP strain, flow cytometry GFP, 3 h; 100% = DMSO control level. GFP response vs DMSO, % at 10 µM;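 active = GFP response versus DMSO above a set limit, roughly screen mean plus 3 SD, cut at about 180% in these data; inconclusive = fewer than 70 cells counted for a yeast strain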;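 also: median GFP fluorescence of the barcode-gated MEP2-GFP cells per well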
GASC-1 inh: human JMJD2C demethylase inhibition; GST-JMJD2C(1-420) H3K9me3 demethylation, DELFIA europium; inhibition, % at 2.35 µM; 0.069% of 330,000 active; AID 2099;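 active = more than half of a compound's replicate wells show inhibition beyond 50%, single wells judged on their own value; inconclusive = some, but no more than half, of replicates pass 50% inhibition; inactive = no replicate passes 50% inhibition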;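 also: signal counts dimethyl H3K9 product captured on neutravidin plate; 0% = median of DMSO wells and 100% = 0.3 times that DMSO median; strong numbers were not always called active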
AHR act: human AHR activation | P35869 | AHR-responsive luciferase reporter cells, luminescence | activation, % at 5 µM | 2.5% of 320,000 active; in the data active = activation above about 47%;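 also: 0% = vehicle wells and 100% = reference agonist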
Target sequence (P35869 whole entry, looked up): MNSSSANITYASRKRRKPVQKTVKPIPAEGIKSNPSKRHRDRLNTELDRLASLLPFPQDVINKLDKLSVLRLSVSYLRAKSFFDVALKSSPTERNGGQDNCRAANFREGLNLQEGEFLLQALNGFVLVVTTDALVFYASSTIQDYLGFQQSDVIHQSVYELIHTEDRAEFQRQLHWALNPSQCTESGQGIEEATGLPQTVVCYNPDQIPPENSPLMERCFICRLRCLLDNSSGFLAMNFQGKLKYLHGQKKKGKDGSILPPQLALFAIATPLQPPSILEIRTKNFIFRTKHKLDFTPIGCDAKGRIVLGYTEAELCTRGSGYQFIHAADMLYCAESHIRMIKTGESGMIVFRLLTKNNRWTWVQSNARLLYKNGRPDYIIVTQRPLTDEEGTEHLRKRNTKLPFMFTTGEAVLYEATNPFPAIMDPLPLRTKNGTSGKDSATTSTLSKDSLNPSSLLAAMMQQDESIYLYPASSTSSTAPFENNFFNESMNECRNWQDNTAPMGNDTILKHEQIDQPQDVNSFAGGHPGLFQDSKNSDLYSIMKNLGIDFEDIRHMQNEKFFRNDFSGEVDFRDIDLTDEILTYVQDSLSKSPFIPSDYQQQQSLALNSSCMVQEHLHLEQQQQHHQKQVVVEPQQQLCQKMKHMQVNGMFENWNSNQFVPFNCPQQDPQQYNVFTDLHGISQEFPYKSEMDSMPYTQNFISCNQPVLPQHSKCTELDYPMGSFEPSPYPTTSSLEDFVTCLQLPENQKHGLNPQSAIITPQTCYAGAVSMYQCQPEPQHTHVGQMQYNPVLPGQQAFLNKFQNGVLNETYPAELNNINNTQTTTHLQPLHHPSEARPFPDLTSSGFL
procasp3 activ: procaspase-3 (human) activation; AID 463141; activation, % at 8.5 µM; recombinant procaspase-3 D3A, Ac-DEVD-pNA absorbance 405 nm; 0.11% of 330,000 active;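 active = activation above the mean of all tested compounds plus 3 SD, cut at about 21% in these data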;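 also: 0% = DMSO alone and 100% = DMSO wells spiked with extra 5 µM PC-3 D3A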
Target sequence (P42574 whole entry D9A/D28A/D175A): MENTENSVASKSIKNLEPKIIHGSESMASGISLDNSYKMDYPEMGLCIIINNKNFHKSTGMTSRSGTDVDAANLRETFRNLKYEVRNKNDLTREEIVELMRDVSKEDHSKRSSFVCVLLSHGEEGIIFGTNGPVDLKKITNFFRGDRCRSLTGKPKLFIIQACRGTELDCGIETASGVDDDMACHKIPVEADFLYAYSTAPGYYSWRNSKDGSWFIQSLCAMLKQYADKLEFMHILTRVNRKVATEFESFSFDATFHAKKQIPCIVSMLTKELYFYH
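Test system: Procaspase-3 D3A mutant, all three cleavage aspartates alanine | Dosing: Single dose, 8.5 µM nominal compound, 0.8% DMSO | Schedule: 1 h preincubation, 2 h reaction | Technique: 405 nm absorbance of p-nitroaniline, reads at 0 and 120 min | Repeats: One well per compound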
Yeast superoxide: yeast age-related superoxide inhibition as caloric restriction mimetic. AID 2690. superoxide response (% of plate mean), % at 10 µM. 0.18% of 330,000 active. S. cerevisiae aged cells, superoxide DHE fluorescence; hits give low values;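 active = superoxide response under a set limit, about three screen SD below normal, cut at about 65% in these data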;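 also: yeast aged for seven days with compound at 30 °C before DHE staining; 100% = average MFI of all compound-treated wells on the plate with controls excluded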
LAP4-GFP MLPCN: yeast TOR pathway LAP4-GFP modulation. S. cerevisiae LAP4-GFP multiplex, flow cytometry GFP, 3 h; median GFP as percent of DMSO wells. GFP response vs DMSO, % at 10 µM. 0.34% of 320,000 active. AID 2023;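 active = GFP response vs DMSO above a set limit, about the screen mean plus 3 SD, cut at about 150% in these data; inconclusive = under 70 cell events counted for the yeast strain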
The depositor's hits bear a star; ? = inconclusive; · = not tested or not shown; [ ] = remark or other dose. Outcome played no part in choosing rows; 3.8% or so of the library scored in one or more.

SMILES	RPL19A TOR yeast	procasp7 counter	MEP2-GFP yeast	GASC-1 inh	AHR act	procasp3 activ	Yeast superoxide	LAP4-GFP MLPCN
CCOC(=O)c1c(SCC(=O)Nc2nc(C)cs2)nc(=O)[nH]c1C	96	0	96	7	9	-1	82	95
Cc1cc(C)c(NC(=O)COc2nc3ccccc3nc2C)c(C)c1	108	-3	99	2	3	1	96	99
CCCn1c(SCC(=O)NC2CCCCC2C)n[nH]c1=O (stereo not given)	102	9	98	22	0	7	97	99
COc1cccc(NS(=O)(=O)c2ccc3c(c2)NC(=O)C(C)C(=O)N3)c1 (stereo not given)	102	11	95	-2	-1	6	102	114
COc1cc(NC(=O)C2Cc3ccccc3CN2S(C)(=O)=O)cc(OC)c1 (stereo not given)	105	-11	105	3	1	-3	98	88
CC1(C)CC(NC(=O)c2ccc(Cl)cc2Cl)CC(C)(C)N1	112	-1	116	-20	0	-1	105	103
CC(=O)Nc1ccc(S(=O)(=O)Nc2ccc(Nc3ccccc3)cc2)cc1	101	-16	108	12	1	7	98	109
C=CCN1C(=O)c2ccccc2NC1c1cc(Br)cs1 (stereo not given)	55[may fluoresce violet]	7	279*[may fluoresce violet]	0	5	-3	101	92[may fluoresce violet]
CCCCc1ccc(NC(=O)CC(C)(C)C)cc1	98	0	102	4	15	3	105	104
CCc1ccccc1N1CCN(S(=O)(=O)c2cc(OC)ccc2OC)CC1	97	3	98	1	-1	5	107	100
COc1ccc(OC)c(C=NNC(=O)c2ccccc2NS(=O)(=O)c2cccs2)c1	90	5	91	-3	2	-8	107	102
CCN(CC)S(=O)(=O)c1ccc(OC)c(NC(=O)c2cc(C)on2)c1	100	1	109	0	3	3	116	107
O=C(CN1C(=O)COc2ccccc21)N(Cc1cccnc1)Cc1cccc(F)c1	94	7	102	-4	15	3	98	99
CC(C)CN(CCCNC(=O)CN1C(=O)COc2ccc(S(=O)(=O)N3CCCCCC3)cc21)CC(C)C	103	3	103	4	1	2	102	100
CCn1c(-c2csc3c2CCCC3)n[nH]c1=S	·	-22	·	-6	3	-2	76	·
O=C(CC12CC3CC(CC(C3)C1)C2)N/N=C/c1ccncc1	98	7	97	16	38	4	91	85
Cc1ccc(-n2nnc3c(=O)n(CC(=O)c4ccccc4)cnc32)cc1	104	6	102	-3	-1	-4	90	113
Fc1cccc(CCN2CCNC[C@@H]2CC2CCCCC2)c1	95	1	98	3	-2	-2	92	102
CCOC(=O)CSc1nc(NC#N)nc(N(CC)CC)n1	103	-3	99	-13	2	-8	107	103
Clc1ccc(OCCn2ccnc2)c(Br)c1	101	3	106	16	33	-6	108	84
Cc1ccc(Cl)cc1N1CCN(C(=O)c2ccc3nc[nH]c3c2)CC1	101	5	103	2	2	1	95	94
COc1ccc(-c2cc(C)no2)cc1S(=O)(=O)N1CCN(c2cccc(C)c2)C(C)C1 (stereo not given)	99	11	102	0	4	-6	80	96
Cn1c(=O)c2c(SCC(=O)Nc3ccccc3F)nc(-c3ccccc3F)nc2n(C)c1=O	95	4	89	-4	-1	4	97	96
O=C(Cn1ncn2c(cc3ccccc32)c1=O)NCc1ccco1	94	0	97	1	3	-2	87	95
CCC(C)c1ccccc1NC(=O)C(C)OC(=O)CN1C(=O)NC(C)(C)C1=O (stereo not given)	96	8	104	5	-2	9	101	103

Continued.
SMILES	RPL19A TOR yeast	procasp7 counter	MEP2-GFP yeast	GASC-1 inh	AHR act	procasp3 activ	Yeast superoxide	LAP4-GFP MLPCN
COc1ccc(C(C)NC(=O)c2ccc(Cl)cc2)cc1OC (stereo not given)	102	-1	105	-7	2	8	93	97
CCOC(=O)Cc1cnc(NC(=O)NC(C(=O)OCC)(c2ccccc2)C(F)(F)F)s1 (stereo not given)	99	10	102	7	0	-8	92	100
C/C(=N\NC(=O)c1cccc(N2CCCC2=O)c1)c1ccc(N)cc1	106	19	96	6	15	0	98	101
O=[N+]([O-])c1ccccc1S(=O)(=O)N(CC(O)CN1CCCCC1)c1ccccc1 (stereo not given)	62[may fluoresce violet]	-2	162[may fluoresce violet]	-5	0	3	108	92[may fluoresce violet]
Cc1ccc(-c2nc3ccccc3c(=O)n2CCCn2ccnc2)cc1	102	1	85	2	5	3	92	97
COC(=O)C1CCCCN1C(=O)c1ccc2oc(C(C)C)nc2c1 (stereo not given)	100	6	99	-6	-3	-7	91	83
O=C(C1CCCN(S(=O)(=O)c2ccc(Br)cc2)C1)N1CCOCC1 (stereo not given)	103	6	104	-3	-3	-4	91	100
Cc1cc(NS(=O)(=O)c2ccc(NC(=S)NC(=O)c3ccncc3)cc2)no1	100	6	96	9	-1	-4	99	109
C=CCn1c(SCc2nc(N)nc(N3CCCCC3)n2)nnc1-c1ccco1	103	2	105	?	2	4	85	101
CCC(C)NCc1ccc(C(=O)OC)o1 (stereo not given)	104	-2	102	17	1	-1	102	102
Cc1sc(NC(=O)c2ccco2)c(CN2CCN(c3ccccc3)CC2)c1C	99	-6	100	15	0	-5	85	100
CC(/C=C/c1ccc2c(c1)OCO2)=N/NC(=O)C1COc2ccccc2O1 (stereo not given)	105	-2	107	-6	30	3	116	98
CC(C)N1CCN(C2CSCCSC2)CC1CCO (stereo not given)	98	2	104	2	1	0	104	99
Cc1ccc2c(c1)c(-c1ccccc1)nc1nncn12	100	2	97	8	53*	5	93	104
COC(=O)c1ccc(N)cc1O	90	9	91	2	0	-3	88	·
COCc1cc(=O)[nH]c(Sc2c(-c3ccccc3)c3ccc(Cl)cc3[nH]c2=O)n1	102	-6	100	0	-2	7	90	101
CC(=O)N1CCC(C(=O)NCCOc2cccc(C)c2)CC1	94	-7	85	5	-2	2	108	96
CCOC(=O)/C=C1/SCC(=O)N1CC(=O)Nc1cccc(F)c1	96	8	92	-3	-1	2	98	92
COc1ccc2oc(=O)c(C(=O)Nc3ccccc3O)cc2c1	95	-3	97	-5	-5	-5	100	105
O=C(c1cccc(S(=O)(=O)Nc2ccccc2Cl)c1)N1CCCCCC1	103	-2	96	-26	-2	-8	101	93
CC(=O)Oc1ccc([N+](=O)[O-])cc1N1C(=O)c2ccccc2C1=O	112	-21	108	-6	-1	-4	91	105
O=C(Oc1ccc2ccc(OC(=O)N3CCOCC3)cc2c1)N1CCOCC1	103	6	109	-3	4	2	98	108
CCN(CC(=O)Nc1cccc(S(=O)(=O)N(C)c2ccccc2)c1)Cc1ccccc1	117	-5	102	-47	2	-2	123	121
N#Cc1cccc(NC(=O)C2SC(=Nc3ccccc3)C(C(=O)N3CCOCC3)=C2N)c1 (stereo not given)	117	0	119	-13	9	2	97	109
Cc1ccc(N2CN(CCc3ccccc3)CNC2=S)cc1	94	4	101	10	4	0	100	108

Whole records, quoted from the list.
Shown for Cc1sc(NC(=O)c2ccco2)c(CN2CCN(c3ccccc3)CC2)c1C → RPL19A TOR yeast: 99; procasp7 counter: -6; MEP2-GFP yeast: 100; GASC-1 inh: 15; AHR act: 0; procasp3 activ: -5; Yeast superoxide: 85; LAP4-GFP MLPCN: 100
Shown for COC(=O)C1CCCCN1C(=O)c1ccc2oc(C(C)C)nc2c1 (stereo not given) → RPL19A TOR yeast: 100; procasp7 counter: 6; MEP2-GFP yeast: 99; GASC-1 inh: -6; AHR act: -3; procasp3 activ: -7; Yeast superoxide: 91; LAP4-GFP MLPCN: 83
Shown for CCC(C)NCc1ccc(C(=O)OC)o1 (stereo not given) → RPL19A TOR yeast: 104; procasp7 counter: -2; MEP2-GFP yeast: 102; GASC-1 inh: 17; AHR act: 1; procasp3 activ: -1; Yeast superoxide: 102; LAP4-GFP MLPCN: 102

(further entries)
SMILES	RPL19A TOR yeast	procasp7 counter	MEP2-GFP yeast	GASC-1 inh	AHR act	procasp3 activ	Yeast superoxide	LAP4-GFP MLPCN
CCOC(=O)c1sc(NC(=O)c2ccco2)nc1-c1ccccc1	101	2	105	-3	2	11	85	99
O=C(CCc1ccccc1)Nc1nnc(-c2ccc3c(c2)CCCC3)o1	103	5	99	5	32	3	90	102
COc1cccc(C(=O)Nc2ccc3nc(N4CCN(c5ncccn5)CC4)cc(C)c3c2)c1OC	18*[may fluoresce violet]	-36	272*[may fluoresce violet]	0	-2	-28	85	71[may fluoresce violet]
Cc1cccc2cc(C#N)c(SCc3nnc(-c4ccccc4[N+](=O)[O-])o3)nc12	103	5	102	-1	2	7	91	92
CCOC(=O)C1CCN(C(=O)COC(=O)c2cc(-c3cccs3)nn2-c2ccccc2)CC1	96	4	100	2	1	11	92	101
COc1ccc(C(=O)Nc2ccnn2C2CCN(C(=O)CCC(F)(F)F)CC2)cc1	92	6	118	3	0	2	115	112
CN(C)S(=O)(=O)c1ccc(C(=O)NCCN2C(=O)S/C(=C\c3cccnc3)C2=O)cc1	103	-8	107	0	0	1	103	99
CCn1cc(S(=O)(=O)Nc2cc(F)ccc2C)cn1	90	10	93	-4	-1	5	95	87
O=C(NCCCN1CCN(CCCNC(=O)c2cccc([N+](=O)[O-])c2)CC1)c1cccc([N+](=O)[O-])c1	104	0	98	7	-1	-3	104	99
CSc1nsc(SCC(=O)Nc2nc3ccc(C)cc3s2)n1	109	1	105	-7	8	-1	115	95
CCc1ccc(NC(=O)C2(c3ccccc3)CC2(Cl)Cl)cc1 (stereo not given)	97	4	88	-5	2	-4	103	90
Cn1c(=O)c2c(nc(Br)n2CC(=O)C23CC4CC(CC(C4)C2)C3)n(C)c1=O	99	7	104	2	-2	-4	110	105
COc1ccccc1CC(=O)Nc1nc(-c2ccc(F)c(F)c2)cs1	98	10	100	-2	-7	12	101	120
O=C(NN=C1C2CC3CC(C2)CC1C3)c1cccs1	97	0	93	?	4	-1	99	97
CC1CN(C(=O)c2cccc(S(=O)(=O)N3CCN(c4ccccc4)CC3)c2)CC(C)O1 (stereo not given)	100	-4	96	-1	0	-3	90	104
COc1ccc(Cn2nnnc2C(c2cc3ccc(OC)cc3[nH]c2=O)N2CCC(C)CC2)cc1 (stereo not given)	97	-9	95	-1	8	-9	109	79
Cc1cc(C)n(CC(=O)N2CCCC(N3CCN(c4cccc(C(F)(F)F)c4)CC3)C2)n1 (stereo not given)	99	8	113	15	1	1	97	103
C=C1CCC(O)C2(C)CCC3C(C)C(=O)OC3C12O (stereo not given)	105	-4	106	-20	-1	7	87	96
COc1ccc(NC(=O)CN(c2ccccc2F)S(=O)(=O)c2ccc(C)cc2)c(OC)c1	110	-8	107	-5	2	-8	105	98
S=C(Nc1ccc(Oc2ccccc2)cc1)NC1CCCCCC1	95	10	98	4	1	-4	100	113
O=C(COC(=O)c1ccc(F)c(S(=O)(=O)N2CCOCC2)c1)NCc1ccc(Cl)cc1	98	12	104	4	0	0	92	97
COc1cccc(-c2ccc(=O)n(CC(=O)Nc3ccc(C(=O)N4CCCC4)cc3)n2)c1	100	7	100	1	3	8	99	109
CC(=O)Nc1ccccc1-c1nn[nH]n1	99	1	97	5	15	8	86	94
Cc1cc(N=Cc2cc(Cl)ccc2O)no1	103	5	103	6	-2	-9	115	103
CCCCCCc1cc2cc(C(=O)Nc3ccc(OC)cc3)c(=O)oc2cc1O	109	10	111	3	3	1	110	102
Cc1cc2oc(=O)cc(C)c2cc1NC(=O)CCl	97	0	105	5	8	-9	84	106
